# aGal spleen mod: qHTS Assay for Inhibitors and Activators of Human alpha-Galactosidase From Spleen Homogenate. Potency, µM (titrated, usually from 80 µM), for inactives: at the highest dose activity change, negative = inhibition, usual class: inhibitors. human spleen homogenate, 4MU-alpha-Gal fluorescence, 40 min. Alpha-galactosidase A (Homo sapiens), P06280. hit rate 0.008% among 240,000;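 note: potency is the fitted concentration of half-maximal effect; 0% = enzyme with vehicle and -100% = no enzyme basal signal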
#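 Fluorogenic readout (Ex 365/Em 440 nm) of 4-methylumbelliferone released from 1 mM 4-MU-alpha-galactoside by spleen homogenate, 40 min at 37C, pH 5.0. Data normalized to no-enzyme and enzyme controls; Hill-equation AC50 from compound titrations.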
# Lamin A splicing: qHTS Assay for Modulators of Lamin A Splicing; hit rate 0.01% among 200,000; Potency, µM (doses to about 46.1 µM), inactives show top-dose ratio change, negative = inhibition, usual class: inhibitors; AID 1487, 2009; HeLa LMNA splicing GFP/RFP minigene ratio, 48 h; active = well fitted inhibition curve with a large enough effect in the signal ratio, with a control signal flat, not every such curve was filed as active; inconclusive = small, poorly fitted or top-dose-only effect, or effect the other way, or a change in a side signal; the % refers to the signal ratio; note: potency is the fitted concentration of half-maximal effect; % is set by controls: 0 for no effect and ±100 for the full control effect
#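 S3 HeLa cells stably expressing lamin A-EGFP splicing minigene plus DsRed2, 600 cells/well, 48 h compound exposure at 37C. Laser-scanning cytometry; analysed as GFP (500-530 nm)/RFP (575-640 nm) total intensity ratio; 0.5% DMSO vehicle.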
# Epigenetic derep: Quantitative High-Throughput Screen for Regulators of Epigenetic Control. murine LDR cells, GFP reporter derepression, 30 h. Potency, µM (titrated, usually from 53.9 µM), for inactives: top-dose GFP activation, actives largely listed as activators. hit rate 0.2% among 280,000; note: potency is the fitted concentration of half-maximal effect; % of control where 0% means no effect; nearly all actives have a fitted effect of over 60% in size
#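 Murine LDR cells bearing a silenced CMV-driven GFP reporter were exposed to compound for 30 h at 37 C. After PBS washes, GFP-positive cells (20-120 um objects) counted by laser-scanning microplate cytometry.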
# Luc counter: Counterscreen for Luciferase (Kinase-Glo TM) Inhibition | Luciferin 4-monooxygenase (Photuris pensylvanica), Q27757 | Kinase-Glo luciferase, ATP luminescence, 8 min | Potency, µM (doses to about 38.3 µM), inactives show at the highest dose activity change, negative = inhibition, actives largely listed as inhibitors | hit rate 0.28% among 200,000 | AID 1379, 2008; note: potency is the fitted concentration of half-maximal effect; % is set by controls: 0 for no effect and ±100 for the full control effect; nearly all actives have a fitted effect of over 60% in size
#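 Recombinant Kinase-Glo luciferase, 10 uM ATP (linear range), luciferin; imidazole pH 7.2 / KCl / MgCl2 / Tween / BSA buffer; 8 min RT; luminescence.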
# IMPase Li cell: qHTS Assay for Identifying the Cell-Membrane Permeable IMPase Inhibitors: Potentiation with Lithium | Potency, µM (doses to about 59.4 µM), for inactives: at the top dose activity, negative = IMPase inhibition, actives largely listed as inhibitors | hit rate 0.35% among 210,000 | AID 1457, 2008 | CHO-M1 cells, IP1 TR-FRET (IP-One), carbachol + lithium;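 note: IP1 builds up when IMPase is blocked and the TR-FRET signal falls; potency is the fitted concentration of half-maximal effect; plate controls were basal vehicle for no effect and high inhibitor control for full effect; nearly all actives have a fitted effect of over 50% in size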
#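 Lithium-sensitised IP1 accumulation assay; M1-expressing CHO cells treated 30 min at 37C with compound. Competitive antibody detection by time-resolved FRET followed a 10 min room-temperature lysis step.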
# NPSR antagonist: qHTS Assay for Antagonists of the Neuropeptide S Receptor: cAMP Signal Transduction | CHO-NPSR cells, cAMP TR-FRET, antagonist mode | Potency, µM (series often up to 38.3 µM), inactives show at the highest dose activity change, negative = inhibition, most hits filed as inhibitors | hit rate 1% among 220,000 | AID 1461, 2008; note: potency is the fitted concentration of half-maximal effect; % is set by controls: 0 for no effect and ±100 for the full control effect; nearly all actives have a fitted effect of over 50% in size; many of its hits are not listed in these tables
# Target sequence (Q6W5P4 whole entry, looked up): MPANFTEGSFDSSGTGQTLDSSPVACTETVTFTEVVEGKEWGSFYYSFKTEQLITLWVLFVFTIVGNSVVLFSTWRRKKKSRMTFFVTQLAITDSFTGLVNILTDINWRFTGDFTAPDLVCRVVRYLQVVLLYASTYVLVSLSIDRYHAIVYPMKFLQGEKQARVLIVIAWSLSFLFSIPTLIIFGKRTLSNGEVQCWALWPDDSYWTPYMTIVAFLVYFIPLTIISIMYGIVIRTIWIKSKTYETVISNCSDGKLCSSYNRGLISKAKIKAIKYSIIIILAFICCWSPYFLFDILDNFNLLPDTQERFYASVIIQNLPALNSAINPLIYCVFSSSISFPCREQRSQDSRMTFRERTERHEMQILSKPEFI
# CBFb-RUNX1 inh: qHTS Assay for Compounds Blocking the Interaction Between CBF-beta and RUNX1 for the Treatment of Acute Myeloid Leukemia; Potency, µM (series often up to 59.8 µM), for inactives: at the top dose activity, negative = inhibition, hits mostly inhibitors; 230,000 tested, under 10 active; AlphaScreen CBFb-His/RUNX1-biotin binding, biochemical; Runt-related transcription factor 1 (Homo sapiens) + Core-binding factor subunit beta …; note: % of control where 0% means no effect
# Target sequence (Q01196 whole entry, looked up): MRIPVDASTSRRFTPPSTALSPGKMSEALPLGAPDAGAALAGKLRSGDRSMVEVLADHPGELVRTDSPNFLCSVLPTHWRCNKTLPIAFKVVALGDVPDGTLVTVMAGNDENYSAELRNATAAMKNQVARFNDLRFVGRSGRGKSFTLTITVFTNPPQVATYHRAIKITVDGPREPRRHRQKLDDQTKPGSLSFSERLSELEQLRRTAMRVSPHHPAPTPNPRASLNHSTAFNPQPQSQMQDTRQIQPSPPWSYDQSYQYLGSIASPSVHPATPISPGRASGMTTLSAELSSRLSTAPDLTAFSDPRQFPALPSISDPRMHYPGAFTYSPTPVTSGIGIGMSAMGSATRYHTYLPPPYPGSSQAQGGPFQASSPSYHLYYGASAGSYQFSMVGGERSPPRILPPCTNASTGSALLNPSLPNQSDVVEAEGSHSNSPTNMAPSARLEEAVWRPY
# Target sequence (Q13951 whole entry, looked up): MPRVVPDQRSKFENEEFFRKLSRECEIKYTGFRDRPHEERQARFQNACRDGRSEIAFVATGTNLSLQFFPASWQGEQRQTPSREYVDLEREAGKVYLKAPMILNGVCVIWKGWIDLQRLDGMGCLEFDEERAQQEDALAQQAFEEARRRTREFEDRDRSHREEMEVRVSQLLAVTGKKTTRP
#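 Interaction loss through any mechanism counts as activity. Pre-formed complex of His-CBF-beta and biotin-RUNX1 (30 nM apiece) is incubated with compound 15 min, then with 50 ng nickel and 50 ng streptavidin beads for 90 min before AlphaScreen detection.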
# * marks the source's active call; other numbers are inactive results; ? = inconclusive; · = no result given; & = joins results of further samples; [ ] = remark or other dose. Unless noted, calls come from the whole dose curve; as a rule, active = well fitted curve in the direction sought with a large enough effect; inconclusive = small, poorly fitted or top-dose-only effect, or another doubt; inactive = no such curve, though single readings can be large; an effect the other way counts as inactive or inconclusive.
cpd	Structure	IMPase Li cell	Epigenetic derep	CBFb-RUNX1 inh	NPSR antagonist
1	Cc1ccc(Sc2ncnc(N)c2[N+](=O)[O-])cc1	-1%	1.1%	3%	-10%
2	Cc1ccc(C(=O)N2CCN(c3ccccc3F)CC2)cc1S(=O)(=O)N1CCOCC1	-11%	0.0%	0%	-18%
3	Cc1cc(-c2ccco2)n(CC(=O)NCc2ccco2)n1	10%[38.3 µM]	-4.1%	1%	-11%[46.1 µM]
4	O=C(c1ccco1)N1CCC2(CC1)CCN(c1ccccn1)CC2	23%	·	·	·
5	COc1ccc(NC(=O)CNC(=O)c2c(C)nn(C)c2Cl)cc1	-3%	-0.3%	-18%	10%
6	COc1ccc(NC(=S)N=Nc2c(O)[nH]c3ccccc23)cc1	·	3.0%	?	-48%
7	Cc1cccc(NC(=O)C2CCN(S(=O)(=O)c3cccc4nsnc34)CC2)c1	-7%	-1.1%&-1.1%	-7%	20%
8	COc1ccc(/C=C/C(=O)OCC(=O)Nc2cc(S(=O)(=O)N(C)C)ccc2Cl)cc1	4%	-1.7%	-5%	4%
9	O=C(Cc1cccs1)N/N=C\c1ccc([N+](=O)[O-])s1	-3%	-2.6%	?	-10%
10	CC(C)OP(=O)(c1ccc(N(C)C)cc1)C(Nc1ccccc1)c1cccnc1 (centres undefined)	4%	-1.6%	3%	-14%
11	CCC(C)C(NC(N)=O)C(=O)Nc1ccc(C)c(Cl)c1 (centres undefined)	-8%	0.0%	1%	6%
12	O=C(CNS(=O)(=O)c1cccs1)N1CCc2ccccc2C1	-5%[38.3 µM]	0.8%	0%	-5%[46.1 µM]

cpd	Luc counter	aGal spleen mod	Lamin A splicing
1	3%	-5%	?
2	·	-20%	·
3	3%	1%	3%
4	-1%	8%	·
5	0%	7%	?
6	·	-9%	·
7	-8%	1%	·
8	-1%	2%	1%[46 µM]
9	3%	-13%	7%[46 µM]
10	-1%	-3%	12%
11	1%	4%	2%
12	-2%	-6%	9%

# (cont.)
cpd	Structure	IMPase Li cell	Epigenetic derep	CBFb-RUNX1 inh	NPSR antagonist
13	O=C(Cn1nc(-c2ccc(Cl)cc2)ccc1=O)NCc1ccc2c(c1)OCO2	14%[38.3 µM]	-1.0%	-3%	-9%[46.1 µM]
14	Cc1ccc(C2SCC(=O)N2Cc2cn3ccsc3n2)o1 (centres undefined)	0%[38.3 µM]	-0.7%	-6%	-7%[46.1 µM]
15	CC(=O)c1cccc(NC(=O)COc2ccccc2)c1	4%[38.3 µM]	0.0%	-6%	-11%[46.1 µM]
16	CC(C)Nc1oc(-c2cccc3ccccc23)nc1C#N	-26%[38.3 µM]	-0.7%	25%	-4%[46.1 µM]
17	Cc1n[nH]c(C)c1S(=O)(=O)N1CCCC(C(=O)NCC2COc3ccccc3O2)C1 (centres undefined)	·	2.8%	-13%	?
18	CC(=O)C1=C(C)NC(SCc2cccc3ccccc23)=C(C#N)C1c1ccco1 (centres undefined)	14%	0.0%	-2%	-43%
19	Cc1ccc(NC(=O)CSc2nnc3ccccn23)cc1	4%	2.4%	-5%	8%
20	Cn1nc([N+](=O)[O-])nc1Sc1nnc(-c2ccccc2)o1	37%[activator][38.3 µM]	-3.8%	5%	?
21	COc1ccc(/C=N/n2cnn(Cc3ccccc3Cl)c2=S)cc1	16%	-0.3%	12%	-26%
22	O=C(NCc1cccs1)C1CC(=O)N(c2ccc(Cl)cc2)C1 (centres undefined)	9%	1.6%	0%	3%
23	CCOC(=O)C1CCN(CC(=O)Nc2c(C(=O)OC)n(C)c3cccc(C)c23)CC1	-5%[38.3 µM]	-1.3%	0%	-10%[46.1 µM]
24	CCc1ccc(N2C(=O)c3sc4nnc(C)c(=O)n4c3C2=O)cc1	-25%[38.3 µM]	8.7%	3%	-27%[46.1 µM]

cpd	Luc counter	aGal spleen mod	Lamin A splicing
13	-1%	4%	5%
14	-2%	4%	17%
15	-1%	-2%	7%
16	11%	?	3%
17	·	1%	1%
18	4%	-1%	?
19	5%	1%	-4%[46 µM]
20	6%	2%	?
21	2%	2%	-6%[46 µM]
22	0%	3%	·
23	-3%	5%	-6%
24	-3%	0%	?

# Continuation:
cpd	Structure	IMPase Li cell	Epigenetic derep	CBFb-RUNX1 inh	NPSR antagonist
25	CCOc1ccc2[nH]c(S(=O)(=O)CC)nc2c1Cl	-20%[38.3 µM]	0.7%	-2%	-20%[46.1 µM]
26	CC(=O)NN=C1CCC(c2ccccc2)CC1 (centres undefined)	-3%	1.1%	-1%	11%
27	Oc1ccc(Cl)cc1C1=NNC(c2cccs2)C1 (centres undefined)	·	1.1%	1%	-1%[7.67 µM]
28	COC(=O)[C@H](Cc1ccccc1)NC(=O)NCc1ccc(S(N)(=O)=O)cc1	26%[38.3 µM]	0.0%	13%	-1%[46.1 µM]
29	Cc1nc2cc(NS(=O)(=O)c3ccccc3)ccc2n1C	2%	1.1%	6%	9%
30	COc1cc(/C=C/c2cc(C(=O)O)c3ccccc3n2)cc(OC)c1O	23%	2.3%	0%	-17%
31	CC(=O)N(C(C)=O)S(=O)(=O)c1ccc(N=NN2CCCCC2)cc1	-13%	0.0%	3%	3%
32	Cc1cs/c(=N\N=C\c2ccc(O)cc2)n1Cc1ccco1	9%	-1.9%	-25%	-2%
33	N#CCCN1CCN(C2=NC(=O)C(=C3CCCCC3)S2)CC1	-19%[38.3 µM]	0.6%	0%	20µM*
34	O=c1[nH]cnc2scc(-c3ccc(Br)cc3)c12	-6%	-0.2%	-4%	10%
35	O=C(/C(Cl)=C/Nc1ccc(Br)cn1)C(F)(F)F	11%	-3.0%	-1%	7%
36	COC(=O)c1cc2sc(Cl)cc2n1Cc1nc(-c2cccc(C)c2)oc1C	21%[38.3 µM]	1.0%	0%	-4%[46.1 µM]

cpd	Luc counter	aGal spleen mod	Lamin A splicing
25	-2%	-3%	2%
26	-1%	5%	0%
27	·	7%	·
28	1%	8%	5%
29	0%	4%	12%[46 µM]
30	-3%	-12%	?
31	-2%	3%	-14%
32	1%	-1%	?
33	-9%	-4%	?
34	2%	7%	·
35	3%	10%	-19%[46 µM]
36	0%	-3%	8%

# Later entries:
cpd	Structure	IMPase Li cell	Epigenetic derep	CBFb-RUNX1 inh	NPSR antagonist
37	Cc1cnc(C(=O)OCC(=O)N(Cc2ccccc2)C(C)C)cn1	-1%	-1.5%	4%	5%
38	COc1ccc(OC)c(Cc2nnc(CCC(=O)NCc3ccc(C)s3)o2)c1	29%	-1.1%	2%	6%
39	Cc1ccc(Sc2oc(/C=N/n3cnnc3)cc2Br)cc1	-10%[38.3 µM]	2.9%	-13%	11%[46.1 µM]
40	CCn1cc(Cl)c(C(=O)Nc2ccccc2C(N)=O)n1	5%	-1.2%	-13%	3%
41	COc1ccc(NC(=O)c2cccc(-n3cnnn3)c2)cc1	·	-1.7%	3%	-17%[46.1 µM]
42	CC(=O)C1=C(C)NC(SCC(=O)c2ccc(Cl)cc2Cl)=C(C#N)C1c1ccco1 (centres undefined)	4%[38.3 µM]	0.0%	9%	-24%[46.1 µM]
43	COc1ccc(OC)c(Nc2nc(N)nc(CSc3nnc(-c4ccncc4)o3)n2)c1	9%[38.3 µM]	9.3%	2%	-9%[46.1 µM]
44	COc1ccc(C(=O)C2CCCN(C(=O)c3c4c(nn3C)CCCC4)C2)cc1F (centres undefined)	7%	-2.8%	7%	9%
45	Cc1cccc(-n2c(C)cc(/C=N\NC(=O)c3ccco3)c2C)c1	15%	-1.8%	-2%	5%
46	O=C(NCc1ccc2c(c1)OCO2)C1CCC(CNc2c(N3CCCCC3)c(=O)c2=O)CC1 (centres undefined)	31%[38.3 µM]	-0.8%	4%	-12%[46.1 µM]
47	COCCOC(=O)C1=C(C)NC(C)=C(C(=O)OC(C)C)[C@@H]1c1cccc([N+](=O)[O-])c1	25%	-1.1%	-5%[21.7 µM]	·
48	CCCOc1ccc(N2C(=O)CC(NCc3cccnc3)C2=O)cc1 (centres undefined)	3%	0.1%	9%	0%

cpd	Luc counter	aGal spleen mod	Lamin A splicing
37	0%	8%	-3%[46 µM]
38	1%	-3%	·
39	-3%	16%	16%
40	-4%	-2%	·
41	·	1%	-4%
42	-2%	-3%	?
43	0%	5%	-6%
44	4%	-2%	·
45	1%	10%	24%[46 µM]
46	2%	4%	-9%
47	4%	-12%	·
48	-1%	-8%	·

# Structural class: the entries above with a nitro group on carbon.
cpd	Structure	IMPase Li cell	Epigenetic derep	CBFb-RUNX1 inh	NPSR antagonist
1	Cc1ccc(Sc2ncnc(N)c2[N+](=O)[O-])cc1	-1%	1.1%	3%	-10%
9	O=C(Cc1cccs1)N/N=C\c1ccc([N+](=O)[O-])s1	-3%	-2.6%	?	-10%
20	Cn1nc([N+](=O)[O-])nc1Sc1nnc(-c2ccccc2)o1	37%[activator][38.3 µM]	-3.8%	5%	?
47	COCCOC(=O)C1=C(C)NC(C)=C(C(=O)OC(C)C)[C@@H]1c1cccc([N+](=O)[O-])c1	25%	-1.1%	-5%[21.7 µM]	·

cpd	Luc counter	aGal spleen mod	Lamin A splicing
1	3%	-5%	?
9	3%	-13%	7%[46 µM]
20	6%	2%	?
47	4%	-12%	·

# (further entries)
cpd	Structure	IMPase Li cell	Epigenetic derep	CBFb-RUNX1 inh	NPSR antagonist
49	CC(=O)OC[C@H]1O[C@@H](O/N=C(\C)CCC(=O)OC[C@@H]2O[C@H](C#Cc3ccccc3)C=C[C@@H]2Oc2ccc(C)cc2)[C@H](OC(C)=O)[C@@H](OC(C)=O)[C@H]1OC(C)=O	·	0.0%[10.1 µM]	11%[13.1 µM]	·
50	Cc1nnc(NCc2ccco2)s1	3%[38.3 µM]	-0.2%	0%	0%[46.1 µM]
51	O=C(O)c1cccc(NC(=S)NC(=O)c2ccc(-c3ccccc3)cc2)c1	-13%	-0.8%	-10%	-34%
52	Cc1ccc(NC(=O)CCC(=O)OCc2ccc(Br)cc2)cc1	-1%	0.0%	7%	4%
53	Cc1ccccc1C(=O)NN1C(=O)CSC1=S	-2%	-0.9%	-20%	7%

cpd	Luc counter	aGal spleen mod	Lamin A splicing
49	·	6%[17.5 µM]	·
50	-1%	5%	-1%
51	1%	-5%	-13%[46 µM]
52	3%	-9%	10%
53	-2%	6%	-5%

# Screening results from PubChem BioAssay.

# A portion of the library, so the mix of outcomes need not match the whole.
